# High-throughput results (PubChem BioAssay)
# TGFb SMAD3 inh – TGF-b pathway inhibition | HepG2 CAGA-GFP TGF-b/SMAD3 reporter, GFP fluorescence, 18 h; TGF-beta stimulated, 500 pg/mL final | Potency, µM (series often up to 46.1 µM), inactives show at the highest dose activity, negative = inhibition, usual class: inhibitors | 1.2% of 410,000 active | AID 588855; further: potency means the concentration at half of the fitted maximal effect; on the % scale 0 is the no-effect control and ±100 the full control effect; nearly all actives have a fitted effect of over 65% in size
#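 HEPG2 CAGA-GFP reporter cells (1000/well, DMEM with 1% FBS) received compounds, then recombinant TGF-beta at 500 pg/mL final for 18 hours at 37 degrees C. Per-cell GFP summed per well was normalised to unstimulated and stimulated DMSO controls before curve fitting.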
# A549 viability – A549 cytotoxicity, counter-screen for Nrf2 inhibitors. AID 504648. A549 ARE-Fluc cells, CellTiter-Fluor viability, 18-24 h. 0.16% of 390,000 active. Potency, µM (highest dose often 46 µM), for the others: at the top dose activity change, negative = cytotoxicity, hits mostly inhibitors; further: potency means the concentration at half of the fitted maximal effect; on the % scale 0 is the no-effect control and ±100 the full control effect
#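 A549 ARE-Fluc cells in 5% FBS OPTI-MEM, 5000 cells/well, rested 2 h then exposed to compounds in concentration-response for 18-24 h at 37 °C. Viability by CellTiter-Fluor fluorescence (Ex 405/Em 525) after 30 min; luciferase luminescence (BugLite, 15 min, RT) read afterwards.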
# HepG2 viability – kills HepG2 cells in TGF-b inhibitor counter-screen. HepG2 CAGA-GFP viability, ATP luminescence, 18 h. Potency, µM (highest dose often 46.1 µM), for the others: at the top dose activity change, negative = cytotoxicity, hits mostly cytotoxic. 0.76% of 410,000 active. AID 588856; further: potency means the concentration at half of the fitted maximal effect; some results filed as inactive show a strong effect at the top dose
#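 HepG2 CAGA-GFP cells (1000/well, DMEM with 1% FBS) received compound, then TGF-beta at 500 pg/mL final, and were incubated 18 hours at 37 degrees C. Viability was read by CellTiter-Glo luminescence. Media-only wells were set as complete cell-killing and DMSO as no toxicity.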
# ATXN2 expr inh – ATXN2 expression inhibition | HEK-293 ATXN2-luciferase reporter, luminescence, 24 h | Potency, µM (doses to about 57 µM), for the others: at the highest dose activity change, negative = inhibition, hits mostly inhibitors | 0.72% of 360,000 active; further: potency means the concentration at half of the fitted maximal effect; on the % scale 0 is the no-effect control and ±100 the full control effect; nearly all actives have a fitted effect of over 55% in size
#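 ATXN2-luciferase reporter cells (luciferase flanked by upstream and downstream ATXN2 gene portions) were treated 24 h at 37 °C with compounds at up to 57 uM. SteadyGlo luminescence gave expression; GF-AFC fluorescence gave viability.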
# IL-1B inflam inh – blocks inflammasome-driven IL-1 beta release; THP-1 LPS/ATP IL-1B secretion, AlphaLISA, 16 h; hits give low values; activity change, % at 57.5 µM; 4.7% of 360,000 active; AID 743279; in the data active means activity change below about -50%; inconclusive means mostly about -30% to -49%; further: on the % scale 0 is the no-effect control and ±100 the full control effect
#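 Secreted IL-1B measured by AlphaLISA bead assay after 16 h compound exposure of THP-1 cells; compounds (final up to 57.5 uM) added 1 h before LPS (250 ng/mL) and ATP (1.25 mM) stimulation; lower signal means less secretion.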
# ATXN viability – viability counter-screen for ATXN expression inhibitors; S2 cells (HEK-293 line with an ATXN2-luciferase reporter) viability, CellTiter-Fluor protease fluorescence, 24 h; Potency, µM (top dose mostly 56.7 µM), hits mostly cytotoxic; 0.49% of 400,000 active; further: potency means the concentration at half of the fitted maximal effect; nearly all actives have a fitted effect of over 40% in size
# MCF10A rerep – DNA re-replication induction in MCF 10a cells; MCF 10A DNA re-replication, Hoechst nuclear intensity, 48 h; Potency, µM (titrated, usually from 46.1 µM), for the others: at the top dose activity, positive = re-replication, actives largely listed as activators; 2.9% of 350,000 active; AID 624296; further: potency means the concentration at half of the fitted maximal effect; % of control where 0% means no effect; nearly all actives have a fitted effect of over 50% in size
# Nrf2 block – inhibitors of Nrf2 signaling; A549 ARE-Fluc reporter, luciferase luminescence, 18-24 h; Potency, µM (series often up to 46 µM), for the others: at the top dose activity change, negative = inhibition, usual class: inhibitors; 2.1% of 360,000 active; AID 504444; further: potency means the concentration at half of the fitted maximal effect; on the % scale 0 is the no-effect control and ±100 the full control effect; nearly all actives have a fitted effect of over 60% in size
#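 Two sequential reads on A549 ARE_Fluc cells exposed to compound for 18-24 h: a CellTiter-Fluor fluorescence read for viability, then a luciferase luminescence read for Nrf2/ARE activity.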
# Nrf2 activator – Nrf2 pathway activation. AREc32 ARE-luciferase reporter (MCF7-derived line), luminescence, 24 h. Potency, µM (highest dose often 46.1 µM), without a hit: at the highest dose activation, actives largely listed as activators. 0.31% of 410,000 active. AID 624171; further: potency means the concentration at half of the fitted maximal effect; % of control where 0% means no effect; nearly all actives have a fitted effect of over 65% in size
#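 Cells of the AREc32 ARE-luciferase line are plated in OPTI-MEM containing 5% FBS and left overnight at 37 deg C. Compounds are pinned in, incubation continues 24 hr, and firefly luciferase signal is then measured.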
# Starred values were filed as active, the others as inactive; i = inactive; u = inconclusive; x = not tested or not shown; & = joins results of further samples; [ ] = remark or other dose. Unless noted, the call rests on the fitted dose curve; in most records, active means well fitted curve in the direction sought with a large enough effect; inconclusive means small, poorly fitted or top-dose-only effect, or another doubt; inactive means no such curve, though single readings can be large; an effect the other way counts as inactive or inconclusive. The order is random. Share with any hit: about 8.8%.
Compound | TGFb SMAD3 inh | A549 viability | HepG2 viability | ATXN2 expr inh | IL-1B inflam inh | ATXN viability | MCF10A rerep | Nrf2 block | Nrf2 activator
CC(=O)N1CCOc2cc(S(=O)(=O)NCc3ccc(C)cc3)c(Cl)cc21 | -10% | 0% | -20% | -16% | x | i | x | 6% | 0.0%
COc1ccc(C2=Nc3ccccc3C2(O)CCN2C(=O)c3ccccc3C2=O)cc1 (stereo not given) | -1% | 8% | -29% | 11% | 21 | i | 1% | 23% | 0.4%
Cc1noc(C)c1S(=O)(=O)Nc1ccc(C(=O)NC2CCCCC2)cc1 | 3% | -6% | -1% | 5% | 16 | i | 0% | -12% | 0.0%
COC(=O)c1ccc(CN2CCCC(C(=O)c3ccccc3OC)C2)cc1 (stereo not given) | -14% | -6% | -25% | -33% | 19 | i | 6% | 12% | -0.3%
CCCCc1nnc(NC(=O)c2ccc(N3CCCC3=O)cc2)s1 | -30% | -1% | -9% | 2% | 13 | i | 3% | 1% | 0.3%
Cc1ccc(-c2[nH]n3c(=O)c4c(nc3c2C)CCCC4)cc1 | -18% | -2% | -17% | x | 13 | x | 2% | 6% | 1.0%
COCC1CCCN(C(=O)c2cc(COc3cncc(Cl)c3)on2)C1 (stereo not given) | -4% | 4% | -13% | 5% | -19 | i | -2% | u | -0.4%
COc1ccc(CNC(=O)COC(=O)C2=Cc3ccccc3OC2)cc1 | 13% | -13% | 4% | 9% | 2 | i | 18µM* | -4% | 2.0%
COc1ccc(NC(=O)c2ccco2)cc1NC(=O)COc1ccccc1[N+](=O)[O-] | 0% | 0% | 31% | -18% | 18 | i | 5% | -16% | 0.2%
Cc1ccc(NC(=O)c2cc(S(=O)(=O)N3CCc4ccccc43)cn2C)cc1C | u | -6% | -9% | -7% | -20 | i | 6% | -23% | -0.7%
COc1ccccc1NC(=O)CN(c1ccc(C)cc1)S(=O)(=O)c1c(C)n[nH]c1C | 1% | -8% | -41% | -3% | u | i | u | -12% | 0.0%
CC(C)c1ccc(NC(=O)Cn2c3ncccc3c(=O)n2-c2ccccc2)cc1 | u | -9% | -4% | 8% | x | i | x | 8% | 0.2%
N#CCCNC(=O)CCN1CCCCC1 | -1% | -2% | 15% | 1% | 9 | i | -2% | x | -0.6%
CCCCOc1ccc(C(=O)N/C(=C\c2ccc([N+](=O)[O-])cc2)C(=O)OCc2ccco2)cc1 | -4% | -9% | -8% | -9% | -6 | i | 12% | -10% | 0.6%
COc1cccc(CNC(=O)c2cc3cc(C)ccc3n2C)c1 | 6% | -4% | -3% | 97%[activator] | x | i | x | u | 0.3%
CC1(C(=O)NS(=O)(=O)c2ccccc2)CCN1C(=O)CC(c1ccccc1)c1ccccc1 (stereo not given) | 30% | x | 17% | 4% | 23 | i | x | x | -0.4%
Cc1ccc2oc(C(=O)N3CCCCCC3)c(C)c2c1 | u | 8% | -25% | 50%[activator] | u | i | 12% | u | 0.1%
CCOc1ccc(CCNC(=O)Cc2ccc(S(=O)(=O)N3CCOCC3)s2)cc1OCC | -15% | -4% | 2% | -9% | 9 | i | 3% | -28% | 0.4%
Cc1cc(N2CCC(C(N)=O)CC2)nc(-c2ccccc2)n1 | -2% | -3% | 7% | 6% | -22 | i | 6% | 1% | 0.2%
O=C(N1CCOCC1)C(F)(F)C(=O)N1CCOCC1 | 6% | 10% | 16% | -8% | 6 | i | 10% | 19% | 0.9%

# More results follow:
Compound | TGFb SMAD3 inh | A549 viability | HepG2 viability | ATXN2 expr inh | IL-1B inflam inh | ATXN viability | MCF10A rerep | Nrf2 block | Nrf2 activator
COc1cccc(CC(=O)OCC(=O)c2cc(OC)ccc2OC)c1 | -4% | 2% | 4% | -17% | -2 | u | 15% | 0% | 5.6%
Cc1cc(C)c(C#N)c(SCC(=O)C2CC2)n1 | 0% | 2% | 3% | x | 83 | x | u | 4% | 12%
CC(C)Nc1nc(NC(C)C)nc(N(C)C#N)n1 | u | 2% | -2% | 3% | -10 | i | 10% | u | 0.3%
C[C@@H]1CN([C@@H](C)CO)S(=O)(=O)c2ccc(Br)cc2O[C@@H]1CN(C)C(=O)c1ccc(F)cc1 | 7% | x | -24% | -6% | -13 | i | x | x | -0.3%
COc1cccc(OC(=O)CSc2nnc(-c3ccccc3OC)o2)c1 | 1% | 0% | -19% | x | x | x | x | 12% | -0.8%
Cc1ccc2oc(=O)n(CC(=O)OC(C)C)c2c1 | -21% | -1% | -10% | -2% | 12 | i | 0% | 9% | 4.7%
Cc1ccc(C(=O)COC(=O)c2ccccc2NC(=O)c2ccccc2)cc1[N+](=O)[O-] | -13% | 0% | -16% | -2% | 17 | i | 5% | -28% | 0.3%
CCc1ccccc1Nc1nn2c(=O)c3ccc(C(=O)Nc4ccc(OC)cc4)cc3nc2s1 | u | -4% | -13% | u | x | i | x | u | 0.3%
O=c1c2cccnc2nc2n1CCCCC2 | 4% | -2% | 4% | 1% | 13 | i | -5% | 0% | -0.8%
COc1ccccc1NC(=O)CSc1nnc(CNC(=O)c2ccccc2F)o1 | 1% | -2% | -2% | -12% | 7 | i | -4% | 10% | -0.9%
CC1(C)O[C@@H]2C[C@H]3[C@@H]4C[C@H](F)C5=CC(=O)C=C[C@]5(C)[C@H]4[C@@H](O)C[C@]3(C)[C@]2(C(=O)CO)O1 | 13% | -11% | -11% | -11%&-10% | u | i | 1% | u | -1.3%
COc1cccc(N2CC(O)Cn3c2nc2c3c(=O)n(CCCc3ccccc3)c(=O)n2C)c1 (stereo not given) | u | -4% | 1% | 2% | -6 | i | 1% | u | -0.6%
CCOC(=O)Cc1ccc(NCc2ccc(Cl)cc2)cc1 | -1% | 4% | -17% | -8% | 6 | u | 1% | 7% | -0.2%
CCOC(=O)CN1CC23C=CC(O2)C(C(=O)Nc2ccc4c(c2)OCO4)C3C1=O (stereo not given) | -3% | -15% | -87% | 25% | 12 | i | 2% | 18% | 4.6%
CN(Cc1ccccn1)C(=O)c1cc(COc2ccc(F)cc2Cl)on1 | -21% | x | -44% | x | -7 | i | x | x | 4.1%
CSc1ccc(NC(=O)N2CCN(c3nc4ccccc4s3)CC2)cc1 | 23% | -3% | -21% | -20% | 5 | u | 4% | u | 0.4%
O=C(NCC(O)CN1CCOCC1)c1ccc([N+](=O)[O-])cc1 (stereo not given) | 7% | 1% | 6% | 6% | 10 | i | 0% | -7% | -0.7%
COc1cccc(CNS(=O)(=O)c2ccc3c(c2)CCN3C(=O)C2CCC2)c1 | 0% | 1% | -7% | -13% | x | i | x | -21% | 4.2%
Clc1ccccc1COc1ccccc1-c1nnco1 | 0% | 1% | -34% | -3% | -2 | i | 2% | -23% | 0.1%
O=C(CN1CCN(c2ccccc2O)CC1)NNC(=O)c1ccc(Cl)cc1 | -12% | -4% | -6% | 4% | 3 | i | 1% | 10% | -0.8%

# Arranged by value in IL-1B inflam inh (smallest number first): some entries from above
molecule	IL-1B inflam inh
CSc1ccc(NC(=O)N2CCN(c3nc4ccccc4s3)CC2)cc1	5
O=C(N1CCOCC1)C(F)(F)C(=O)N1CCOCC1	6
O=c1c2cccnc2nc2n1CCCCC2	13

# The results go on.
Compound | TGFb SMAD3 inh | A549 viability | HepG2 viability | ATXN2 expr inh | IL-1B inflam inh | ATXN viability | MCF10A rerep | Nrf2 block | Nrf2 activator
O=c1[nH]c2ccc(S(=O)(=O)N3CCN(c4ccccc4)CC3)cc2[nH]c1=O | 0% | 0% | -15% | 1% | -13 | i | u | 6% | -0.3%
Cc1c(Cl)cccc1-n1c(SCC(=O)NCc2ccccc2Cl)nnc1-c1ccncc1 | -28% | 16% | -8% | -5% | -9 | i | -6% | 4% | -0.1%
COc1cccc2cc(C(=O)C3=C(O)C(=O)N(CCN(C)C)C3c3ccc(F)cc3)oc12 (stereo not given) | 3% | -15% | 4% | -6% | 22 | i | 5.8µM* | -3% | -0.2%
COc1ccccc1CNC(=O)c1ccc2c(=O)n3c(nc2c1)CCCCC3 | -10% | 0% | -15% | 17% | u | i | 15% | 4% | -0.4%
Cc1ccc(C(=O)N/C(=C/c2ccccc2)C(=O)NC(Cc2ccccc2)C(=O)O)cc1 (stereo not given) | -10% | 2% | 7% | 8% | 5 | i | 3% | 12% | -0.4%
CC(=O)C1C(c2ccccc2Cl)NC(=O)NC1(O)C(F)(F)F (stereo not given) | 1% | -6% | 4% | 1% | 0 | i | 0% | 0% | -1.4%
O=C1O[C@@H]([C@H](O)CO)C(O)=C1O | 3% | 0% | -9% | -2% | -2 | i | -2% | 1% | -0.8%
O=C1/C(=C/c2cccnc2)SC(=S)N1C1CCS(=O)(=O)C1 (stereo not given) | -10% | -15% | -33% | -8% | -93* | i | 15µM* | u | 19%
CCC(=O)Nc1ccc(-c2nnc(SCC(=O)NCC3CCCO3)n2C)cc1 (stereo not given) | -7%&14% | -2% | 2%&10% | -2% | 18 | i | 0% | 5% | -0.2%
O=C(COC(=O)COc1ccccc1[N+](=O)[O-])Nc1ccc(S(=O)(=O)N2CCCCC2)cc1 | 0% | x | 1% | 18% | 1 | i | 5% | -16% | 0.2%
Cc1cc(=O)oc2cc(OC(=O)c3ccccc3)ccc12 | -6% | 9% | -8% | -8% | -15 | u | 0% | -11% | -0.8%
CCOc1cccc(N2C(=O)CC(NNC(=O)c3ccc(Br)o3)C2=O)c1 (stereo not given) | -5% | 1% | -32% | -20% | x | i | u | -1% | 28%
O=C(OCc1cn(-c2ccc(Cl)c(Cl)c2)nn1)c1ccccc1 | -1% | -4% | 8% | 1% | 51 | i | -2% | 0% | 0.1%
O=c1[nH]c(=O)n(C2OC(CO)C(O)C2O)cc1Br (stereo not given) | -2% | -1% | -5% | -2% | 8 | i | -2% | -9% | 0.0%
CN(C(=O)c1ccc(Oc2ccc([N+](=O)[O-])cc2)cc1)C1CCCCC1 | u | -8% | -25% | -26% | -20 | i | u | 26µM* | 6.2%
